Screening results: PubChem BioAssay, Columbia University Molecular Screening Center
Htt clearance: compounds clearing mutant huntingtin protein. inhibition, % at 1.5 µM. HeLa Exon1htt(103Q)mCFP, aggregate imaging; zero = plate's median compound well. hit rate 0.42% among 47,000;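 active = inhibition of aggregate fluorescence above about 70%, also judged a hit by eye on the cell image, limit read from the data, passing the limit was not always enough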;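 note: cells exposed to compound for three days before fixation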
Htt clearance grain fraction: recorded beside Htt clearance, whose call it bears; fraction fluorescence in grains; measured here: aggregate grain fluorescence fraction; active compounds read low;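 scaled fraction of total cell fluorescence in grains with unit not stated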
* hit, by the source's call. This is a subset; count on the stated rates, not on these rows.

Sample of the layout, six compounds:
Every second line gives: Htt clearance	Htt clearance grain fraction
> CCCn1nnc(NC(=O)c2cccc(Cl)c2)n1
→ -77	70
> CC(Sc1nnc(Cc2ccc([N+](=O)[O-])cc2)o1)C(N)=O (stereo not given)
→ 0	31
> Cc1ccc2oc(-c3cccc(NC(=O)Cc4cccs4)c3)nc2c1
→ 27	28
> Cc1cc(C(=O)N2CCN(c3cccc(Cl)c3)CC2)c(C)o1
→ 21	24
> Cc1[nH]n(-c2ccccc2)c(=O)c1C1(C(F)(F)F)C(=O)N(c2ccc(F)cc2)C2=C1C(=O)CC(C)(C)C2 (stereo not given)
→ -102	41
> Clc1ccc(-c2nc3nc4ccccc4nc3n2Cc2ccco2)cc1
→ -22	44

The listing, from the first entry:
Every second line gives: Htt clearance	Htt clearance grain fraction
> CCCn1nnc(NC(=O)c2cccc(Cl)c2)n1
→ -77	70
> CC(Sc1nnc(Cc2ccc([N+](=O)[O-])cc2)o1)C(N)=O (stereo not given)
→ 0	31
> Cc1ccc2oc(-c3cccc(NC(=O)Cc4cccs4)c3)nc2c1
→ 27	28
> Cc1cc(C(=O)N2CCN(c3cccc(Cl)c3)CC2)c(C)o1
→ 21	24
> Cc1[nH]n(-c2ccccc2)c(=O)c1C1(C(F)(F)F)C(=O)N(c2ccc(F)cc2)C2=C1C(=O)CC(C)(C)C2 (stereo not given)
→ -102	41
> Clc1ccc(-c2nc3nc4ccccc4nc3n2Cc2ccco2)cc1
→ -22	44
> COC(=O)c1c(-c2ccc(Br)cc2)noc1N
→ -5	22
> CCC(C)OC(=O)C(C)Oc1ccc(-c2ccccc2)cc1 (stereo not given)
→ 0	24
> CCOC(=O)c1cnn(-c2ccccc2)c1-n1cccc1C(=O)C(=O)Nc1ccccc1
→ 62	8.1
> NC(=O)c1cccc2c3c([nH]c12)CCCC3
→ 6	38
> Cc1cccc(NC(=O)CN(c2ccc(C(C)C)cc2)S(=O)(=O)c2c(C)nn(C)c2C)n1
→ 0	52
> COc1ccc(-n2c(C(C)n3nc(C)c([N+](=O)[O-])c3C)n[nH]c2=S)cc1 (stereo not given)
→ 4	18
> Cc1cccc(OCC(=O)Nc2ccccc2N2CCN(C(=O)C(C)C)CC2)c1C
→ 19	17
> COCCn1c(=N)c(C(=O)NCCc2ccc(OC)cc2)cc2c(=O)n3cccc(C)c3nc21
→ -60	33
> Cn1c(NC(=O)c2ccccc2)cc(=O)n(C)c1=O
→ -26	42
> Cc1cccc(N(C)S(=O)(=O)c2ccc3[nH]cc(C(=O)N4CCOCC4)c(=O)c3c2)c1
→ -3	35
> COc1ccc2[nH]c(=O)c(CN(Cc3ccc4c(c3)OCO4)C(C)=O)cc2c1
→ 6	19
> COCCn1c(=NC(=O)c2ccc3c(c2)OCO3)c(C#N)cc2c(=O)n3cccc(C)c3nc21
→ -18	43
> COc1ccc(S(=O)(=O)N(C)CC(=O)NCCC2=CCCCC2)cc1OC
→ 7	20
> CCOc1ccc(N(CC(=O)Nc2cccc(F)c2)S(=O)(=O)c2c(C)noc2C)cc1
→ -39	67
> CC(C)NC(=O)CSc1nc(-c2cccs2)cc(-c2ccccc2)c1C#N
→ 37	12
> O=c1oc2ccc3ccccc3c2cc1-c1nnc(-c2ccccc2)o1
→ 43	21
> COc1ccc(-c2c(C)n([O-])c(C)c(C)[n+]2=O)cc1OC
→ -48	56
> N#Cc1ccc(-c2cccnc2)nc1SCc1ccc(Cl)cc1Cl
→ 37	21
> Cc1ccc(C(=O)N2CCN(S(C)(=O)=O)C2)cc1
→ -2	21
> C=CCn1c(-c2ccc(Cl)cc2)c[nH]c1=S
→ -29	47
> O=C(CNS(=O)(=O)c1ccc(Br)cc1)N1CCN(c2ccc(F)cc2)CC1
→ -24	24
> Cc1cc(C)c(C#N)c(SCCS(=O)(=O)Cc2ccc(Cl)cc2)n1
→ -30	52
> COc1ccccc1C(=O)OCC(=O)Nc1ccc(OC(F)F)cc1
→ 42	11
> O=C(NCCN1CCN(c2ccccc2)CC1)C1CCN(S(=O)(=O)c2cccs2)CC1
→ 6	18
> CCOC(=O)c1c(C)[nH]c(C(=O)COC(=O)C2CC2C)c1C (stereo not given)
→ -41	55
> O=C(OCCCN=C1NS(=O)(=O)c2ccccc21)C1CC(=O)N(c2ccc(Cl)cc2)C1 (stereo not given)
→ -30	24
> CN(CCO)C1=CC(=O)CC(C)(C)C1
→ 56	8.9
> COC(=O)c1[nH]cnc1C(=O)c1ccccc1
→ -11	37
> CCOC(=O)N1CCN(C2=NC3(CCCCC3)C(C#N)C(=O)N2)CC1 (stereo not given)
→ -11	49
> Cn1c(SCC(=O)NC2CCCC2)nc2cccnc21
→ -59	33
> O=c1c(-c2ccc3c(c2)OCCO3)coc2c(CN3CCOCC3)c(O)ccc12
→ 14	18
> O=C(O)c1ccc(NCc2ccc3c(c2)OCO3)cc1
→ 18	25
> O=C(O)c1cccc(-c2nnn(Cc3ccccc3Cl)n2)c1
→ -5	19
> CCCCNC(=O)c1c(C)cc(=O)oc1C
→ -19	23
> CCOc1ccc(C(=O)N2CCN(C(=O)c3ccco3)CC2)cc1OCC
→ 4	19
> COCCOCC(O)CN1CCN(c2ccccc2)CC1 (stereo not given)
→ -50	47
> COc1ccc(-c2ccc(-c3noc(-c4ccccc4C)n3)c(OC)n2)cc1
→ 40	12
> O=C(Nc1ccc(N2CCOCC2)cc1)Nc1ccc2nc(-c3ccco3)c(-c3ccco3)nc2c1
→ -39	25
> Cc1c(CN(C)C(=O)CSc2nc(-c3ccco3)cc(C(F)(F)F)n2)cnn1C
→ -38	48
> O=C(CSc1nnc(-c2ccncc2)n1Cc1ccccc1)NCCc1ccccc1
→ -2	18
> CC(NC(=O)Nc1nnc(C(F)(F)F)s1)(C(F)(F)F)C(F)(F)F
→ -4	40
> O=C1NCCN1C(=O)c1cccc(Cl)c1
→ -4	41
> CC(=O)NCCn1c(SCC(=O)c2ccc(Cl)cc2)nc2ccccc2c1=O
→ -38	55
> COc1ccc(NC(=O)c2cccs2)cc1
→ -49	30

(listing goes on)
Every second line gives: Htt clearance	Htt clearance grain fraction
> CCOc1ccc(OCCCCN2CCCC2)cc1
→ -10	22
> C=CCn1c(COc2ccccc2)nnc1SCC(=O)Nc1ccc2c(c1)OCCO2
→ -22	53
> COC(=O)c1cc2ccccc2c(=O)s1
→ -77	66
> O=C(c1ccccc1C(=O)N1CCN(c2ccc(F)cc2)CC1)N1CCN(c2ccc(F)cc2)CC1
→ 54	7.6
> O=C(OCC(=O)N1CCN(C(=O)c2ccco2)CC1)c1ccccc1C(=O)c1ccccc1
→ -16	43
> N#CCCn1cc(C(CC(=O)c2ccccc2)C(=O)O)c2ccccc21 (stereo not given)
→ 14	15
> Cc1cccc(N2CCN(C(=O)CCn3c(=O)[nH]c4ccccc4c3=O)CC2)c1C
→ -76	54
> COC(=O)C(NC(=O)c1ccccc1)=C(C)C
→ -38	47
> CCOC(=O)C1CCN(S(=O)(=O)Cc2ccccc2)C1=O (stereo not given)
→ 34	20
> Cc1cccc(C)c1OCC(=O)NCc1nnc(SCC(=O)NC2CCCCC2C)n1C (stereo not given)
→ 15	14
> CCOC(=O)c1nn(-c2ccc(F)cc2)c(-c2ccccc2)c1C(=O)c1ccccc1
→ -36	51
> O=C(COc1ccc2ccccc2c1Br)N1CCOCC1
→ -39	27
> COc1ccc(CCNC(=O)c2ccc(CNc3c(N4CCOCC4)c(=O)c3=O)cc2)cc1OC
→ 38	22
> O=C(NCCCn1ccnc1)c1ccc(Br)c(S(=O)(=O)N2CCOCC2)c1
→ 6	38
> CCCCOCCCn1cnc2c([nH]c3cc(OC)ccc32)c1=O
→ 17	33
> COc1ccc(CCn2nnnc2C(c2ccc(Cl)cc2)N2CCN(C)CC2)cc1OC (stereo not given)
→ -16	24
> CCc1[nH]c(C)c(C(C)=O)c1C
→ -23	24
> COc1ccccc1NC(=O)CSc1nc(N)cc(N)n1
→ 1	16
> CCOC(=O)CSC1=C(C#N)C(c2sccc2C)CC(=O)N1 (stereo not given)
→ -254	127
> CC1(C)Cc2ccccc2C(NNC(=O)c2cccnc2)=N1
→ -15	20
> CC(C)COc1ccc(C(=O)OC2CC(C)(C)OCC2CN(C)C)cc1 (stereo not given)
→ 30	22
> Cc1ccc2c(Cl)cc(Cl)c(OCC(=O)NCc3ccco3)c2n1
→ 27	14
> O=c1c2c3c(sc2nc2n1CCCS2)CCCC3
→ 43	19
> COc1ccc(C(C)NC(=O)c2ccoc2C)cc1OC (stereo not given)
→ 16	16
> CCOC(=O)C1=C(CC)Nc2ccccc2N=C1NC(=O)c1cccc(S(=O)(=O)N2CCCC2)c1
→ -13	23
> OCCNCc1ccc(OC2CCCC2)cc1
→ -33	23
> CCCCN(CC)C(=O)Cc1ccccc1OC
→ -222	115
> COc1ccc2cc(S(=O)(=O)N3CCCCC3)ccc2c1S(=O)(=O)N1CCCCC1
→ -31	26
> CNc1nc(N(C)C)nc(N(C)C)n1
→ 11	17
> O=C(O)c1ncn(Cc2ccccc2)c1C(=O)O
→ 25	28
> CN(C)CCCN1C(=O)C(=O)/C(=C(/O)c2ccncc2)C1c1cccnc1 (stereo not given)
→ -43	30
> COc1ccccc1-n1c(SCC(N)=O)nnc1-c1ccc(S(=O)(=O)N2CCCCC2)cc1
→ 25	29
> COc1ccccc1CNS(=O)(=O)c1ccc(C)cc1
→ 11	18
> CN1CCN(CC(=O)N2c3ccccc3C(C)(c3ccc(Cl)cc3)CC2(C)C)CC1 (stereo not given)
→ -15	23
> CC(C)OC(=O)CSc1nnnn1-c1ccc2c(c1)OCCO2
→ -17	24
> CCC(=O)Nc1nonc1-c1nc2ccccc2n1Cc1cccc2ccccc12
→ -131	42
> COc1ccc(C(=O)Nc2ccc(S(=O)(=O)Nc3onc(C)c3C)cc2)cc1
→ -4	17
> COc1ccc(-c2nnnn2CCc2ccccc2)cc1
→ 28	13
> OC(COc1ccc2cc(Br)ccc2c1)CN1CCOCC1 (stereo not given)
→ 34	13
> CCOc1ccc(-c2nnn(CC(=O)NCc3ccco3)n2)cc1OCC
→ -9	22
> CCc1ccc(NC(=O)C2CC(=O)N(C(C)C)C2)cc1 (stereo not given)
→ 22	14
> COP(C)(=O)c1c(C)nn(-c2ccccc2)c1C (stereo not given)
→ -7	21
> Cc1ccc(NC(=O)NC2CCN(S(=O)(=O)c3ccc(F)cc3)CC2)cc1
→ -13	23
> CCCCN(CCCC)CCCNC(=O)C12CN(Cc3ccccc3)CC1C(c1cccc([N+](=O)[O-])c1)=NO2 (stereo not given)
→ -22	47
> CC(=O)c1c(C(C)=O)c(C)n(-c2nc(-c3ccccc3)c(C)s2)c1C
→ 16	17
> Cc1ccc(Cn2ccc(NC(=O)c3cc(C)on3)n2)cc1
→ 32	21
> COc1ccc(Cn2c(O)cc(=O)[nH]c2=O)cc1
→ -66	32
> COc1ccc(NC(=O)CCCSc2nc(-c3ccco3)cc(C(F)(F)F)n2)cc1OC
→ -27	23
> CCOc1ccc(/C(O)=C2/C(=O)C(=O)N(CCOCCO)C2c2ccccn2)cc1 (stereo not given)
→ -36	58
> O=C(CSc1nnc(Cc2ccccc2)o1)N1CCOCC1
→ -12	44

Other compounds follow:
Every second line gives: Htt clearance	Htt clearance grain fraction
> O=c1[nH]c(C(F)(F)F)nc2ccccc12
→ 24	15
> COc1cc(C2CC(=O)N3CN(Cc4ccco4)CSC3=C2C#N)ccc1OCc1ccccc1 (stereo not given)
→ -75	79
> CCOC(=O)C1CCN(Cc2ccc(Cl)c(Cl)c2)CC1
→ 66	6.8
> CC1CCCCC1NC(=O)CSc1nnnn1-c1ccccc1 (stereo not given)
→ -33	25
> Cc1ccc(-c2noc(CN3C(C)CCCC3C)n2)cc1 (stereo not given)
→ 14	29
> CC(C)CC(=O)NCC(C)NC(=O)CC(C)C (stereo not given)
→ -22	25
> Cc1ccc(C(=O)O/N=C2\CCSc3ccc(C)cc32)cc1
→ -35	52
> COc1ccc(-n2cnnc2SCC(=O)N2CCN(c3ccccc3)CC2)cc1
→ -13	43
> CCC(C(=O)N1CCN(S(C)(=O)=O)CC1)c1ccccc1 (stereo not given)
→ 3	18
> CCS(=O)(=O)Nc1ccc(C2=NN(C(=O)c3ccco3)C(c3ccc(C)cc3)C2)cc1 (stereo not given)
→ 2	30

The last 4 records of the section before lead into the next.
Every second line gives: Htt clearance	Htt clearance grain fraction
> Cc1ccc(C(=O)O/N=C2\CCSc3ccc(C)cc32)cc1
→ -35	52
> COc1ccc(-n2cnnc2SCC(=O)N2CCN(c3ccccc3)CC2)cc1
→ -13	43
> CCC(C(=O)N1CCN(S(C)(=O)=O)CC1)c1ccccc1 (stereo not given)
→ 3	18
> CCS(=O)(=O)Nc1ccc(C2=NN(C(=O)c3ccco3)C(c3ccc(C)cc3)C2)cc1 (stereo not given)
→ 2	30
> Cc1cc(NCCCn2ccnc2)n2ncc(-c3ccccc3)c2n1
→ 10	31
> Clc1ccccc1CSc1ncccn1
→ -32	26
> COc1cc(C2NC(=O)NC(c3ccccc3)=C2C(C)=O)ccc1OCC#N (stereo not given)
→ -10	20
> CCOC(=O)C(C(C)=O)C(c1ccc(OC)cc1)C(C(C)=O)C(=O)OCC (stereo not given)
→ 14	18
> O=C(C1CCCCC1)N(Cc1ccccc1)c1ccccn1
→ -39	25
> Nc1nonc1C(=O)NCCNC(=O)c1cccs1
→ -61	32
> Nc1cc(C(=O)OCC(=O)N2CCCC2)ccc1Cl
→ -21	47
> CCCCn1c(NC(=O)CC)c(C#N)c2nc3ccccc3nc21
→ -52	32
> C=CCn1c(SCC(=O)Nc2ccccc2OC)nc(O)c(CC)c1=O
→ 6	19
> COc1ccccc1C(=O)Nc1ccc(S(=O)(=O)Nc2cc(C)on2)cc1
→ 14	18
> O=C(NCCC1=CCCCC1)C1CCN(C(=O)Nc2ccccc2)CC1
→ 35	11
> COc1cccc(N2CCN(C3CCCC(C)C3)CC2)c1 (stereo not given)
→ 39	12
> COCC(=O)N(Cc1cc2cc(OC)ccc2[nH]c1=O)c1ccccc1
→ -26	22
> O=C(O)C1CCCN(S(=O)(=O)c2ccc(Br)cc2)C1 (stereo not given)
→ 11	20
> CCOc1ccc(OCC)c(NC(=O)CC2Oc3ccccc3NC2=O)c1 (stereo not given)
→ -11	53
> O=C(CCN1C(=O)C2C3C=CC(C3)C2C1=O)NCCc1ccccc1Cl (stereo not given)
→ -22	25
> COc1ccc(C(=O)n2nnc3ccccc32)cc1Br
→ 64	7.3
